Assay outcomes from PubChem BioAssay.
PfG6PD inh – PfG6PD (Plasmodium falciparum) enzyme inhibition. PfGluPho enzyme, NADPH resazurin-diaphorase fluorescence. inhibition, % at 20 µM. hit rate 0.78% among 350,000;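 active = inhibition reaching at least a set limit at 20 µM in the primary screen, cut at about 59% in these data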;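 note: 0% = DMSO wells with substrate and 100% = DMSO wells lacking glucose-6-phosphate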
HKDC1 inh – blocks human hexokinase HKDC1 activity; Q2TB90; recombinant HKDC1, G6PDH/diaphorase resazurin coupled fluorescence; inhibition, % at 20 µM; hit rate 0.16% among 340,000; AID 493160;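 active = inhibition above about 35% when tested at 20 µM, limit read from the data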;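 note: plate controls were DMSO wells with enzyme for no effect and DMSO wells lacking enzyme for full effect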
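Test system: recombinant HKDC1 (HK5) hexokinase enzyme, produced in-house / Doses: 20 µM test compound, 1% DMSO / Timing: 90 min, room temperature / Detection: G6PDH/diaphorase-coupled fluorescence, 1 mM NADP, 100 µM resazurin, 525/613 nm / Control set: DMSO wells with and without enzyme mix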
SENP8 block-1 – inhibitors of human SENP8 protease. AID 602440. Q96LD8. hit rate 0.64% among 360,000. recombinant SENP8, Nedd8 substrate fluorescence. inhibition, % at 20 µM; in the data active = inhibition mostly above about 40%, no sharp cut-off; inactive = mostly below about 27%
Target sequence (Q96LD8 whole entry, looked up): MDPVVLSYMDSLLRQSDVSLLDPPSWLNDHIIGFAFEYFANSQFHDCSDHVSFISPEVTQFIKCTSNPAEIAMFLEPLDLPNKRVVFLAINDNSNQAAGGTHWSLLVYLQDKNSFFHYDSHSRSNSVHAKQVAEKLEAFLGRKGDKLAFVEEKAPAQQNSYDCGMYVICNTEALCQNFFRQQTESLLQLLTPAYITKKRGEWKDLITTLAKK
SENP7 inh – SENP7 protease inhibition. Q9BQF6. recombinant SENP7, Z-RLRGG-aminoluciferin luminescence, 40 min. inhibition, % at 5 µM. hit rate 1.5% among 330,000;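 active = inhibition above about 50% at the single test dose, limit read from the data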;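 note: plate controls were DMSO with enzyme for no effect and no enzyme buffer wells for full effect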
SENP8 block-2 – blocks the human protease SENP8. Q96LD8. purified SENP8, Z-RLRGG-aminoluciferin cleavage, luminescence. inhibition, % at 10 µM. hit rate 1.2% among 330,000. AID 2540; in the data active = inhibition above about 50%
SENP6 inh – SENP6 protease inhibition. inhibition, % at 10 µM. Q9GZR1. hit rate 1.8% among 330,000. AID 2599. Recombinant SENP6 catalytic domain, aminoluciferin luminescence;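 active = inhibition above about 50% at the single tested dose, limit read from the data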;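 note: plate controls were DMSO wells with enzyme for no effect and DMSO wells lacking enzyme for full effect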
Target sequence (Q9GZR1 628-1112 limits assumed): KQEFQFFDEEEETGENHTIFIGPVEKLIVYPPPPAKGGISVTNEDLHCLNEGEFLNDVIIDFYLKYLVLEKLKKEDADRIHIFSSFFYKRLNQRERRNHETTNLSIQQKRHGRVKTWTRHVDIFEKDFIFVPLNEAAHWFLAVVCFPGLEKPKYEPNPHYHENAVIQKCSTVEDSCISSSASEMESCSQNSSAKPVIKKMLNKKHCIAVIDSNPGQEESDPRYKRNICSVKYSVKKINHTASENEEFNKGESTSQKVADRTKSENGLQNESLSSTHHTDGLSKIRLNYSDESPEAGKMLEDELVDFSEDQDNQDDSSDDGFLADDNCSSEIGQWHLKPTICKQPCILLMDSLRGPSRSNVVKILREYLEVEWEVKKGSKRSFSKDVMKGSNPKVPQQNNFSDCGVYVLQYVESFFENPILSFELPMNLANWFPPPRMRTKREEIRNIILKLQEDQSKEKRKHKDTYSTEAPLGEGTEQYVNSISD
SENP1 FRET inh – SENP1 (human) catalytic domain inhibition; hit rate 0.21% among 360,000; Q9P0U3; recombinant SENP1 catalytic domain, CyPet-SUMO1-YPet FRET cleavage; inhibition, % at 10 µM;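 active = inhibition at least 30% at 10 µM, raw YFP signal under a set limit, fluorescence ratio 0.5 to 1.5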;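 note: 0% = enzyme with DMSO and 100% = no enzyme wells; some results filed as inactive read as strong as hits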
Target sequence (Q9P0U3 419-644 limits assumed): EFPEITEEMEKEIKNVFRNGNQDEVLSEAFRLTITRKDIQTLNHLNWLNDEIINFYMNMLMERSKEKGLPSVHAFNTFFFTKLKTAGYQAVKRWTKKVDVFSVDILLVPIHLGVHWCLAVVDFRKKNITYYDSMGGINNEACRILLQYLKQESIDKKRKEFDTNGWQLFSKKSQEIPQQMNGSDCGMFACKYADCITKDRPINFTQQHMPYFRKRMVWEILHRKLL
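material = recombinant human SENP1 catalytic domain, His6-tagged | quantity = 20 pM enzyme | reagent = 25 nM SUMO1 FRET substrate | compound dosing = 10 µM single point, 0.5% DMSO | timing = 50 min enzyme reaction, room temperature, light-protected | detection = FRET, CFP and YFP emission | control set = no-enzyme low, enzyme-DMSO high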
Apaf-1 inh – blocks human Apaf-1 apoptosome activity; O14727; hit rate 0.71% among 330,000; inhibition, % at 20 µM; reconstituted apoptosome caspase-3 activity, DEVD-Rh110 fluorescence; active = inhibition of at least 40% at 20 µM;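 note: plate controls were DMSO wells for no effect and DEVD-CHO caspase inhibitor wells for full effect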
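System: reconstituted apoptosome with Apaf-1, cytochrome c, caspase-9, procaspase-3, dATP; Signal: Rh110 fluorescence intensity; Schedule: 30 min compound preincubation, 50 min activation, room temperature; Reagent: cytochrome c trigger plus (Z-DEVD)2-Rh110 caspase-3 substrate.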
* = called active by the depositor; i = inactive; nt = no result given. An unsorted share of the library. Share with any hit: about 3.6%.

SMILES	PfG6PD inh	HKDC1 inh	SENP8 block-1	SENP7 inh	SENP8 block-2	SENP6 inh	SENP1 FRET inh	Apaf-1 inh
Cc1cc(N2CCOCC2)nc2ccc(NC(=O)CCC(=O)N3CCN(c4ccc(F)cc4)CC3)cc12	-13	0	-344	-5	-8	24	1	11
CC1CCN(C(=O)CN2C(=O)NC(C)(c3ccc4ccccc4c3)C2=O)CC1 (stereo not drawn)	-10	-6	2	5	-3	-4	0	-8
O=C(COc1cccc(C(F)(F)F)c1)Nc1ccc(S(=O)(=O)N2CCCCC2)cc1	19	0	13	11	-8	-11	-1	19
COc1ccccc1NS(=O)(=O)c1ccc(C)c(C(=O)NCCCN2CCCC2=O)c1	-12	-5	0	-6	-8	-15	-1	5
Cn1c(SCc2ccc(Br)cc2)nnc1-c1cccs1	4	-4	10	-7	-5	-17	1	0
CCOC(=O)C1CCN(C(=O)CCNS(=O)(=O)c2cc(Br)cnc2N)CC1	-7	-8	-61	-2	6	8	1	-6
COc1ccc(O[C@H]2C=C[C@@H](c3ccccc3)O[C@@H]2COC(=O)CC/C(C)=N/O[C@H](C)c2cn([C@@H]3COC[C@H]3O)nn2)cc1	nt	nt	nt	-4	1	-3	nt	11
CN(C)c1cc(-c2ccccc2)nc(N)n1	-2	-7	-16	-14	-20	-8	-3	16
O=C(CN1CCOCC1)Nc1cccc(Cl)c1Cl	5	2	12	-7	-14	-20	0	3
CC(C)C(=O)NN(C(=O)C(C)C)c1nc2ccccc2s1	-16	-1	18	5	3	-2	-2	-15
COc1ccc(N(CC(=O)NCc2ccccc2)S(=O)(=O)c2c(C)nn(C)c2C)cc1	-1	-7	5	19	-5	4	1	-5
Cc1[nH]c(=S)[nH]c(=O)c1CCCO	2	4	13	0	-2	-15	1	0
O=S(=O)(c1cc(Cl)ccc1Cl)n1cccn1	-12	1	12	-3	-2	-1	2	3
O=C(COc1ccc(Cl)cc1Br)N1CCN(c2ccccc2)CC1	13	-4	10	-2	-2	-10	3	18
O=C(Nc1ccc2ccccc2c1)/C(=C\c1ccc2c(c1)OCO2)NC(=O)c1ccco1	-6	19	-22	0	10	13	-4	-8
C#CCCOC(=O)N1C2=NC(C(=O)OC)=C(C(=O)OC)[C@@H]3Nc4ccccc4[C@]23C[C@H]1C(=O)OC	-8	-1	16	nt	nt	nt	-1	nt
CCCCn1c(N)c(N(CC(C)C)C(=O)COC(=O)c2ccccc2NCCO)c(=O)[nH]c1=O	2	1	i	-2	0	11	-9	5
COc1ccc2cc(-c3cc(C(=O)O)c4ccccc4n3)ccc2c1	-1	9	i	63*	54*	83*	-2	9
CCOC(=O)c1c(C)[nH]c(C(=O)N2CCCC(C(=O)c3ccccc3OC)C2)c1C (stereo not drawn)	-15	14	0	-1	4	0	-1	-11
COc1ccc(OC)c(CN2CCN(c3ccccc3OC)CC2)c1	-5	9	20	3	7	7	2	-5
CC(C)c1ccc(S(=O)(=O)/N=C2/C=CC(=O)c3ccccc32)cc1	nt	nt	nt	13	6	27	nt	72*
O=C(c1ccccc1)N1N=C(C(F)(F)F)CC1(O)c1ccccc1O (stereo not drawn)	-17	-6	-16	2	-7	4	0	9
O=C(CCNS(=O)(=O)c1ccccc1)OCC(=O)c1ccc(Br)cc1	-8	4	14	0	-3	-3	1	12
Cc1cc2ccccn2c1C(=O)c1cc([N+](=O)[O-])cc([N+](=O)[O-])c1	-9	6	31	5	-6	-3	-8	14
Cc1cccc2sc(NC(=O)Cn3cccc3)nc12	-13	8	15	6	-2	2	3	5
CCOc1ccc(NC(=O)C2CC(=O)NC(N3CCc4ccccc43)=N2)cc1 (stereo not drawn)	15	-2	6	10	6	-4	-2	2
COC(=O)Nc1ccc(S(=O)(=O)N(C)C)cc1	-4	-20	10	-1	1	-11	3	-14
C=CCn1cccc(C(=O)Nc2ccc(C)c(Cl)c2)c1=O	20	-3	2	nt	nt	nt	-1	nt
O=[N+]([O-])c1cc(Br)c(O)c(/C=N/Nc2nc3ccccc3s2)c1	-53	1	38	nt	nt	nt	-28	nt
CCc1ccc(NC(=O)[C@H](C)NC(=O)C2CCN(C(=O)[C@@H](N)C(C)C)CC2)cc1	-3	4	14	-4	4	-3	2	0
COc1ccc(C2=NNC(=O)CC2)cc1	-9	-5	23	7	-1	-9	2	-10
Cc1cccc(N=N/C(=C\O)C(=O)c2cccs2)c1	21	-2	8	1	4	17	13	9
Cc1ccc(CSCCNC(=O)c2ccc(N(C)S(=O)(=O)c3ccccc3)cc2)cc1	16	1	24	7	2	0	1	14
Cc1noc(C)c1NC(=O)N(C)C[C@H]1Oc2ccc(NS(=O)(=O)c3ccccc3)cc2C(=O)N([C@H](C)CO)C[C@@H]1C	-3	-1	10	-7	-11	2	1	3
CCOC(=O)Cn1c(=O)n(Cc2ccco2)c(=O)c2ccc(C(=O)NCCc3ccccc3)cc21	11	4	11	-1	-4	4	-1	21
CC(C)(C)OC(=O)N1CCC[C@H]1C(=O)O	-13	-1	14	-19	-11	-24	2	2
CCC1CCCCN1C(=S)Nc1ccc(C(C)=O)cc1 (stereo not drawn)	4	-7	-16	2	-2	7	3	15
CCOCc1c(C(=O)N2CCN(Cc3ccc(Br)s3)CC2)oc2ccccc12	11	-2	12	-8	-15	-2	0	23
CCCCCO	-8	-2	5	1	7	0	-1	-7
NC1=NC(=O)C(c2ccccc2)(c2ccccc2)S1	13	0	6	nt	nt	nt	-1	nt
COCCN(Cc1ccccc1)C(=O)Cc1ccc(OC)c(S(=O)(=O)N2CCOCC2)c1	-5	-5	1	-1	4	-4	2	21
CS(=O)(=O)N(CC(=O)N/N=C/c1ccc(OCC(=O)N2CCOCC2)cc1)c1ccccc1Cl	8	-14	32	6	8	-8	1	0
CCCCCCCCn1cc(C(C)=O)c(=O)[nH]c1=O	-13	-3	11	1	0	13	2	2
CCOC(=O)c1c(S(=O)(=O)NCCc2ccccc2)c(C)n(C)c1C	6	-4	6	-1	5	-3	-3	3
COc1ccc(-n2ncc3c(NCCN4CCOCC4)ncnc32)cc1	2	-2	-126	-1	-4	-5	2	-3
Cc1c(Oc2ccc(C(F)(F)F)cc2[N+](=O)[O-])ccc2c3c(c(=O)oc12)CCC3	1	-8	-173	-1	6	2	-56	7
O=C(NCCc1ccccc1)C(=O)N/N=C/c1ccc2c(c1)OCO2	1	-5	-46	10	-3	-7	4	-4
CC(=O)Nc1n[nH]c(S(=O)(=O)Cc2ccc(Cl)cc2Cl)n1	-14	-4	8	2	3	-18	1	3
CCC(C)(NC(=O)c1ccccn1)C(=O)NC1CCCCC1 (stereo not drawn)	-6	4	21	-1	-4	6	4	-9
COc1cnc(SCc2ccc(Cl)cc2)nc1Cl	4	-6	26	5	-3	-3	3	16
CCOC(=O)N1CCN(C(=O)Nc2sc3nc4n(c(=O)c3c2C)CCC(C)CC4)CC1 (stereo not drawn)	2	-3	-13	4	-2	-13	1	-16
COc1cc(/C=C/C(=O)Nc2ccc(OC)c(S(=O)(=O)N3CCOCC3)c2)ccc1OC(F)F	12	-3	3	0	18	-2	2	7
NC(=O)c1c(NC(=O)Cn2cnc([N+](=O)[O-])n2)sc2c1CCCC2	4	-2	18	-5	-7	-13	2	-11
COc1ccc(N(C(=O)c2ccco2)C(C(=O)NC2CCCCC2)c2ccccc2)cc1 (stereo not drawn)	-20	3	18	-10	-17	-6	2	26
CCC(=O)Nc1ccc(NC(=O)c2ccc3c(c2)OCO3)cc1	-8	-10	18	15	4	30	4	-2
O=[N+]([O-])c1ccc(SCCO)nc1SCCO	-19	4	14	6	1	-7	1	-19
COCc1cc(=O)[nH]c(/N=C(\N)Nc2cccc(C)c2)n1	-10	-9	8	-9	-5	0	2	-13
Cc1onc(-c2c(F)cccc2Cl)c1C(=O)OCn1nnc2ccccc2c1=O	0	0	21	-5	-9	-12	2	9
Cc1cc2oc(C(=O)NC3CCS(=O)(=O)C3)cc(=O)c2cc1C (stereo not drawn)	14	-3	-31	6	10	-7	1	-5
N/C(=N\OC(=O)CC1CCCCC1)c1ccncc1	-16	-8	7	-2	-7	-20	4	-1

(list continues)
SMILES	PfG6PD inh	HKDC1 inh	SENP8 block-1	SENP7 inh	SENP8 block-2	SENP6 inh	SENP1 FRET inh	Apaf-1 inh
CN(Cc1ccccc1)c1ccc(C(CC(N)=O)NC(=O)Cc2cccc3ccccc23)cc1[N+](=O)[O-] (stereo not drawn)	26	5	22	-11	-3	-6	-23	13
COc1cc(/C=N/NC(=O)c2cccnc2)ccc1OCC(=O)N1CCOCC1	4	-7	-3	-5	-9	-26	0	-3
O=c1c(-c2ccc(Cl)cc2)coc2c(CN3CCCCC3)c(O)ccc12	7	2	-429	-14	-7	4	1	-5
Cc1nc2ccccc2c2c1C(=O)N(C)C2=O	-11	1	1	-32	0	-4	3	-1
CCS(=O)(=O)N1CCCC(C(=O)NCc2ccc(C)cc2)C1 (stereo not drawn)	-3	8	12	2	6	-4	3	-6
Cc1cc(-c2n[nH]c(=S)n2/N=C/c2cccc(O)c2)n[nH]1	20	-4	16	-1	7	17	2	-21
CC1=NN(c2ccc(S(=O)(=O)O)cc2C)C(=O)C1	21	8	69*	2	-4	6	2	51*
Cc1nn(C)c(C)c1S(=O)(=O)N1CCCC(C(=O)NCCc2ccc(Cl)cc2)C1 (stereo not drawn)	-18	3	-3	-5	6	-4	0	4
COC(=O)C1CCN(C(=O)c2ccccc2NC(C)=O)CC1	5	-3	1	4	-1	2	1	3
Cc1ccc(NCc2nnc(SCC(=O)NCc3ccco3)n2CC2CCCO2)cc1Cl (stereo not drawn)	-5	-1	19	-2	3	6	-1	10
Cc1noc(COc2ccccc2OCC(N)=O)n1	-8	2	17	-2	0	-14	2	-16
Cc1ccccc1C(=O)Nc1nnc(S(=O)(=O)N2CCCCC2)s1	23	0	-87	0	2	0	-1	4
CCc1ccc(C(=O)/C=C/c2ccc([N+](=O)[O-])o2)cc1	4	15	36	3	2	-19	0	15
O=C(NCCCN1CCOCC1)c1c(F)cccc1F	-6	-13	8	-1	5	11	-1	-14
COc1cc(NC(=O)N2CCOCC2)cc(OC)c1	-1	-1	18	7	5	-2	1	6
COc1ccccc1C(=O)OC(C)CN1CCN(C)CC1 (stereo not drawn)	-21	2	19	1	6	9	-2	-9
O=C(OCN1C(=O)c2ccccc2C1=O)c1ccccc1	3	3	25	1	-5	-5	-1	-1
CCC1(C)Cc2c(sc3nc(SC)n(Cc4ccccc4)c(=O)c23)CO1 (stereo not drawn)	10	3	6	-3	4	10	1	11
